GPR35 antagonists = GPR35 antagonists blocking zaprinast-driven arrestin recruitment, primary screen, imaging, U2OS, beta-arrestin-GFP, zaprinast agonist (AID 2058); inhibition, % at 10 µM, or IC50 in µM where a hit was titrated; U2OS GPR35 beta-arrestin-GFP translocation imaging, zaprinast antagonism; higher % means a stronger effect; 290,000 tested, 0.052% active;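 active = inhibition of at least 50% with at least 30 cells and total cytoplasm GFP at most 10,000,000; inconclusive = under 30 cells or total GFP of 10,000,000 plus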
GPR55 antagonists = GPR55 antagonists blocking LPI-driven arrestin recruitment, primary screen, imaging, U2OS, beta-arrestin-GFP, LPI agonist (AID 2013); U2OS GPR55 beta-arrestin-GFP translocation imaging, LPI antagonism; higher % means a stronger effect; inhibition, % at 10 µM; hits with a dose series show IC50 in µM; 290,000 tested, 0.13% active;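 active = spots per cell inhibited over 60%, with over 100 cells counted and total cytoplasm intensity under 500,000; inconclusive = wells with under 100 cells, flagged as likely toxic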;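 also: U2OS cells stably carrying GPR55 and arrestin-GFP stimulated by 5 µM LPI near EC80; imaged beta-arrestin-GFP aggregate spots per cell after agonist stimulation; plate controls were LPI-stimulated DMSO wells for no effect and DMSO wells without LPI for full effect; some results filed as inactive read as strong as hits; confirmed hits need IC50 under 10 µM and bright autofluorescent wells are also inconclusive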
NTR1 agonist = NTR1-driven beta-arrestin-GFP spot formation – imaging, U2OS cells, high content, primary screen (AID 493036); P30989; agonist mode; activation, % at 20 µM; 330,000 tested, 0.17% active;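 active = activation at or above 40% of the spot to cytoplasm intensity ratio, with at least 20 cells analyzed; inconclusive = wells under 20 cells, flagged as cytotoxic or low count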;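 also: 0% = DMSO without peptide and 100% = 100 nM NTR1 peptide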
Target sequence (P30989 whole entry, looked up): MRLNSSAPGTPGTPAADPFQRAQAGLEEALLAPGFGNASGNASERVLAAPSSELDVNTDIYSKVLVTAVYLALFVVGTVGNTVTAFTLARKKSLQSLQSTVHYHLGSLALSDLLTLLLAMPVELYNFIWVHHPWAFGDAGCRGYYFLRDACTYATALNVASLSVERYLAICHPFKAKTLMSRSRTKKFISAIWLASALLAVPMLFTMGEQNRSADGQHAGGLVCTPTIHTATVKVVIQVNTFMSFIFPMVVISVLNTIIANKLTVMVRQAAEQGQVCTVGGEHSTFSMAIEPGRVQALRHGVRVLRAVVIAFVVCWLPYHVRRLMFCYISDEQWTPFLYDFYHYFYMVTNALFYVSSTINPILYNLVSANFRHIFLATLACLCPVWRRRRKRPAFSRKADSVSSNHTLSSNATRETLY
Yfh1-depleted yeast = mitochondrial function rescue without frataxin homolog – Friedreich's ataxia, plus single-dose screen, dose response (AID 1465). S. cerevisiae Yfh1-off respiration, WST-1 reduction, 72 h; higher fold induction means a stronger effect. fold induction at 50 µM; hits with a dose series show EC50 in µM. 220,000 tested, 0.074% active;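 active = fold induction of absorbance versus untreated yeast above a set limit, then at least 30% activation at any dose in follow-up; inconclusive = repeats straddling the limit, or above it without dose testing; inactive = fold induction below the set limit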;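 also: activators that raise dye reduction in frataxin-depleted yeast; strong numbers were not always called active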
NS5 inhibitors = Dengue-2 NS5 methyltransferase inhibitors, primary screen, biochemical, confirmation dose response (AID 588689); 340,000 tested, 0.3% active; inhibition, % at 25 µM, or IC50 in µM where a hit was titrated; Dengue-2 NS5 methyltransferase capping enzyme assay, biochemical; higher % means a stronger effect; in the data active = a potency from the dose series; inconclusive = inhibition above about 29% without an active follow-up result
AID2073 = disruptors of CaV2.2 binding to Mint1 – biochemical, HTRF (AID 2073). HTRF protein-protein interaction, Mint1-CaV2.2; higher % means a stronger effect. 290,000 tested, 0.19% active. one-dose inhibition, % at 20 µM; IC50 in µM for titrated hits; in the data active = inhibition mostly above about 51%, no sharp cut-off; inconclusive = no clear call, values can overlap the other calls; inactive = mostly below about 53%; also: some results filed as inactive read as strong as hits
Rac1 GTP hydrolysis = MgcRacGAP GTPase-activating activity inhibitors, confirmation, biochemical, ADP Hunter fluorescence | MgcRacGAP-stimulated Rac1 GTP hydrolysis, ADP Hunter fluorescence; higher % means a stronger effect; GST-tagged Rac1 F28L mutant substrate | inhibition, % at 30 µM, or IC50 in µM where a hit was titrated | 340,000 tested, 0.6% active;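 active = first-screen hits whose inhibition reached a set limit at any dose in the follow-up dose series; inconclusive = inhibition above the set first-screen limit but never retested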;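 also: fluorescence reports GDP produced by GAP-driven GTP hydrolysis; strong numbers were not always called active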
GPR55 beta-arrestin = GPR55 agonists via beta-arrestin recruitment, primary screen, imaging, U2OS cells, beta-arrestin-GFP redistribution (AID 1961). U2OS GPR55 beta-arrestin-GFP redistribution imaging; higher % means a stronger effect. activation, % at 10 µM; hits with a dose series show EC50 in µM. 290,000 tested, 0.048% active;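 active = activation above 40% with more than 50 cells counted in the well; inconclusive = wells holding fewer than 50 cells, flagged as toxic or sparse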;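 also: U2OS osteosarcoma cells stably expressing GPR55 and beta-arrestin-GFP; plate controls were DMSO negative control for no effect and LPI positive control for full effect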
Large T inhibition = SV40 large T antigen inhibitors, biochemical (AID 1903). 310,000 tested, 0.39% active. inhibition, % at 20 µM; hits with a dose series show IC50 in µM. SV40 large T antigen ATPase/helicase inhibition assay; higher % means a stronger effect; in the data active = a potency from the dose series; inconclusive = inhibition mostly from about 32% at the one dose, without a potency; inactive = the rest, 99 in 100 with inhibition below about 32%; also: strong numbers were not always called active
NTR1 agonist cell count 20 µM = also measured in NTR1 agonist; calls as there; cell count; measured here: cell count, cytotoxicity flag
NS5 inhibitors pilot replicate = second read-out of NS5 inhibitors, no call of its own (marks repeat the call); inhibition, %; measured here: pilot screen replicate inhibition
* hit, by the source's call; i = inactive; ? = inconclusive; nt = not tested or not shown.

SMILES	GPR35 antagonists	GPR55 antagonists	NTR1 agonist	NTR1 agonist cell count 20 µM	Yfh1-depleted yeast	NS5 inhibitors	AID2073	Rac1 GTP hydrolysis	GPR55 beta-arrestin	Large T inhibition	others
O=C(CCC(=O)c1cccs1)NCC(=O)Nc1ccc(F)c(F)c1F	21%	0%	-1.3	95	i	-16%	9%	5%	-0.2%	9%
Cc1ccc(S(=O)(=O)n2nc(-c3cccnc3)nc2N)cc1	-19%	7%	-0.5	87	i	-3%	4%	4%	-0.2%	7%
Cc1cnc(NC(=O)Nc2ccc(OCc3ccccc3)cc2)c(Br)c1	19%	4%	1.3	51	nt	7%	-9%	?	-0.1%	8%
CCCCN(CC)S(=O)(=O)c1ccc(C(=O)N=c2sc3cc(NC(C)=O)ccc3n2C)cc1	-1%	-4%	0.0	68	i	-4%	?	3%	-0.3%	4%
Nc1ccccc1C(=O)Nc1cccc2ccccc12	-8%	-4%	-0.8	46	nt	5%	-1%	9%	-0.1%	9%
COc1cccc2cc(-c3cc(=O)oc4ccc(O)cc34)oc12	12%	2%	7.2	101	nt	2%	-8%	10%	-0.2%	-22%
COc1ccc(CCNC(=O)C2CCCN(c3ncnc4c3nc3n4CCCCC3)C2)c(OC)c1 (stereo unspecified)	-2%	-2%	-0.2	65	nt	6%	1%	5%	0.1%	7%
CC1CCCCN1C(=O)CSc1nnc(-c2ccco2)n1C (stereo unspecified)	-18%	0%	-1.0	44	nt	-8%	5%	4%	-0.2%	-32%
CCOC(=O)CCCNC(=O)c1cncc(O)c1	6%	2%	2.2	77	nt	2%	3%	7%	0.0%	11%
CCOC(=O)N1CCN(C(=O)CCS(=O)(=O)c2ccc3c(c2)CCN3C(=O)CC)CC1	5%	-1%	-0.3	64	nt	-6%	8%	2%	-0.1%	4%
Cc1ccc(O)c(C(=O)CC(=O)c2ccc(Cl)cc2)c1	6%	-10%	nt	nt	nt	-9%	12%	nt	0.3%	8%
OC(c1ccccn1)C1CCN(Cc2nc(C(c3ccccc3)c3ccccc3)no2)CC1 (stereo unspecified)	9%	8%	0.5	99	i	-4%	-14%	1%	-0.2%	22%
CCOc1ccc(NC(=O)CC2C(=O)N(c3ccc(OC)cc3)C(=S)N2Cc2ccccn2)cc1 (stereo unspecified)	-2%	2%	-0.3	65	i	-14%	-14%	-6%	0.1%	8%
CCC1SC2=NCN(c3ccccc3)CN2C1=O (stereo unspecified)	-10%	-1%	-2.2	83	i	nt	29%	nt	-2.3%	9%
O=C(COc1ccc(S(=O)(=O)N2CCCCC2)cc1)N1CCOCC1	-17%	12%	0.0	74	nt	6%	3%	9%	-0.1%	9%
CCc1nccn1S(=O)(=O)c1ccc(OC)c(C)c1C	-17%	0%	0.5	46	i	-1%	0%	-1%	-0.1%	4%
Cc1[nH]n(-c2ccccc2)c(=O)c1C=Nc1ccc(S(=O)(=O)NC(N)=O)cc1	7%	14%	1.8	57	i	1%	-6%	6%	-0.3%	14%
COCCn1c(-c2ccccc2)nc2oc3cc(OC)ccc3c(=O)c2c1=O	2%	-11%	3.7	64	i	2%	7%	8%	0.5%	11%
Oc1c(N=NC(=S)Nc2ccccc2F)c2ccccc2n1Cc1ccccc1	8%	-2%	1.3	52	i	-11%	5%	11%	-0.3%	3%
CC(C)/C=C1\CCc2c([nH]c3ccccc23)C1=O	-1%	8%	9.1	53	i	3%	18%	0%	0.1%	5%

Arranged by SMILES length (ascending): six of the compounds above
SMILES	GPR35 antagonists	GPR55 antagonists	NTR1 agonist	NTR1 agonist cell count 20 µM	Yfh1-depleted yeast	NS5 inhibitors	AID2073	Rac1 GTP hydrolysis	GPR55 beta-arrestin	Large T inhibition	others
CCOC(=O)CCCNC(=O)c1cncc(O)c1	6%	2%	2.2	77	nt	2%	3%	7%	0.0%	11%
CCc1nccn1S(=O)(=O)c1ccc(OC)c(C)c1C	-17%	0%	0.5	46	i	-1%	0%	-1%	-0.1%	4%
O=C(COc1ccc(S(=O)(=O)N2CCCCC2)cc1)N1CCOCC1	-17%	12%	0.0	74	nt	6%	3%	9%	-0.1%	9%
Oc1c(N=NC(=S)Nc2ccccc2F)c2ccccc2n1Cc1ccccc1	8%	-2%	1.3	52	i	-11%	5%	11%	-0.3%	3%
OC(c1ccccn1)C1CCN(Cc2nc(C(c3ccccc3)c3ccccc3)no2)CC1 (stereo unspecified)	9%	8%	0.5	99	i	-4%	-14%	1%	-0.2%	22%
CCCCN(CC)S(=O)(=O)c1ccc(C(=O)N=c2sc3cc(NC(C)=O)ccc3n2C)cc1	-1%	-4%	0.0	68	i	-4%	?	3%	-0.3%	4%

(list continues)
SMILES	GPR35 antagonists	GPR55 antagonists	NTR1 agonist	NTR1 agonist cell count 20 µM	Yfh1-depleted yeast	NS5 inhibitors	AID2073	Rac1 GTP hydrolysis	GPR55 beta-arrestin	Large T inhibition	others
Cn1nc(C(F)(F)F)c2cc(C(=O)Nc3ccc(F)cc3F)sc21	-12%	-6%	-0.1	39	i	2%	7%	11%	-0.3%	9%
COc1ccc2[nH]c(=O)c(CN(Cc3ccco3)C(=O)c3ccccc3)cc2c1	4%	2%	0.5	50	i	-14%	9%	9%	-1.0%	5%
CCn1c(-c2ccc3ncccc3c2)n[nH]c1=S	-12%	14%	1.8	67	i	-3%	-13%	19%	0.5%	15%	NS5 inhibitors pilot replicate=-3.3
CC(=O)N1CCN(Cc2nc3cc(NS(C)(=O)=O)ccc3n2C)CC1	12%	0%	0.0	57	i	-5%	9%	7%	-0.1%	6%
CC(SCc1ccccc1)C(=O)NN=C1CCN(C)CC1 (stereo unspecified)	2%	2%	-0.1	48	i	5%	-4%	4%	-0.3%	0%
CCc1noc(C)c1C(=O)Nc1nc(-c2ccc(OC)cc2)cs1	nt	nt	1.6	49	nt	-6%	nt	1%	nt	15%
CC(=O)N1N=C(c2ccccc2)CC1c1ccccc1 (stereo unspecified)	-1%	-1%	-0.1	68	nt	-2%	-2%	8%	0.2%	7%
O=C(O)CS(=O)CC(=O)Nc1cccc(C(F)(F)F)c1 (stereo unspecified)	-5%	-5%	-0.2	91	i	0%	1%	11%	1.2%	6%
Cc1c(Cc2ccc3c(c2)OCO3)sc(NC(=O)C2CC2)c1C(N)=O	9%	-2%	1.3	58	nt	-12%	-18%	10%	-0.1%	17%
O=C(O)c1cnn2c(C(F)(F)F)cc(-c3ccco3)nc12	12%	7%	1.0	86	i	8%	16%	2%	-0.2%	13%
NCCOc1ccc(C23CC4CC(CC(C4)C2)C3)cc1	26%	27%	0.3	5	i	0%	-3%	8%	2.6%	4%
COc1ccc(C(=O)Nc2ccc(NC(=O)c3cccc(OC)c3)cn2)cc1	8%	3%	2.4	61	nt	-13%	11%	2%	-0.2%	-4%
OCC[C@H]1C[C@@H](O)[C@H](O)[C@@]2(OCc3ccccc32)O1	nt	nt	-1.8	98	nt	2%	nt	7%	nt	6%
C=CCNC(=S)NCC=C	7%	11%	4.1	106	i	0%	2%	-1%	-0.1%	0%
CCC(=O)Nc1cc(NC(=O)CSc2nnc(C(C)C)n2CC)ccc1C	3%	-6%	4.7	51	nt	-6%	-2%	3%	0.7%	1%
CCOC(=O)c1sc2nc(C3CC3)cc(-c3ccc(OC)cc3)c2c1N	2%	12%	6.5	47	i	-3%	33%	-2%	-0.2%	15%
CC1CCCC(NC(=O)CCCn2ncn3c(cc4occc43)c2=O)C1C (stereo unspecified)	-14%	22%	1.2	53	nt	-7%	2%	12%	-0.1%	11%
CCOc1ccc(C(c2c(C)[nH][nH]c2=O)c2c(C)[nH][nH]c2=O)cc1OC	7%	-3%	7.4	49	i	0%	6%	11%	-0.2%	22%
N/C(=N\NC(=O)c1cccs1)c1cc2ccccc2oc1=O	1%	6%	2.0	69	i	-1%	3%	1%	-0.1%	-2%
Oc1ccc(Br)cc1/C=N/Nc1ncc(-c2ccccc2)cn1	8%	-2%	0.9	56	i	4%	40%	0%	-0.2%	-1%
CCN1C/C(=C\c2cccc(C)c2)c2nc3ccccc3c(C(=O)O)c2C1	7%	17%	nt	nt	i	nt	2%	nt	-0.1%	35%
O=c1cc(Cn2ccnc2)c2cc(O)ccc2o1	1%	27%	-0.9	64	nt	-1%	?	0%	0.0%	4%
OC(CN1C2=NCCN2c2ccccc21)c1ccc(Br)cc1 (stereo unspecified)	12%	14%	-1.3	60	i	0%	23%	5%	-0.4%	2%
Cc1ccccc1NC(=O)CSc1ccc(-c2ccc(-n3cccn3)cc2)nn1	nt	nt	-0.5	67	nt	-4%	nt	4%	nt	10%
CCC1=NN2C(=N)/C(=C/c3ccc(OS(=O)(=O)c4ccc(C)cc4)c(OC)c3)C(=O)N=C2S1	-7%	-3%	-0.5	56	nt	0%	-6%	4%	0.0%	15%
CCN(CC)S(=O)(=O)c1cc(NC(=O)C(C)N2CCN(c3ccccn3)CC2)ccc1C (stereo unspecified)	-10%	14%	-0.9	53	i	3%	-4%	8%	0.0%	5%
COC(=O)c1cc(S(=O)(=O)N2CCCCC2)c[nH]1	11%	6%	0.9	60	nt	-4%	1%	8%	-0.1%	nt
Cn1cnc(S(=O)(=O)N2CCc3ccccc32)c1	1%	5%	-0.5	63	i	nt	8%	14%	-0.1%	7%
CCc1ccn2cc(-c3ccc4c(c3)OCO4)nc2c1	2%	-4%	1.8	46	i	nt	23%	nt	-0.2%	14%
Cc1cc(C)nc(-n2nc(C)cc2NC(=O)CN2CCc3ccccc3C2)n1	-4%	0%	10	37	i	-4%	3%	3%	-0.2%	7%
Cc1cc(NC(=O)COC(=O)C2CC(=O)N(c3ccccc3Cl)C2)no1 (stereo unspecified)	2%	5%	-1.2	48	nt	-4%	8%	-1%	-0.2%	3%
CN(C)c1ccc(NC(=O)c2cn(-c3ccccc3)nc2-c2cccs2)cc1	1%	-10%	3.1	88	i	-5%	-4%	10%	0.3%	7%
Cc1cc(NS(=O)(=O)c2ccc(NC(=O)CSc3nc4ncc(Cl)cc4[nH]3)cc2)nc(C)n1	-5%	8%	0.2	44	i	-9%	-4%	13%	-0.1%	13%
Cc1ccccc1OCC(=O)OC1CCN(C)CC1	1%	-10%	-1.3	45	i	-10%	-2%	8%	-0.1%	4%
N/C(=N\OC(=O)CCc1ccccc1)c1cccc(Br)c1	-12%	-3%	-0.4	50	i	1%	-1%	5%	-0.2%	-2%
